# HepG2 viability: qHTS for Inhibitors of TGF-b: Cytotox Counterscreen; 0.76% of 410,000 active; HepG2 CAGA-GFP viability, ATP luminescence, 18 h; Potency, µM (top dose mostly 46.1 µM), for inactives: top-dose activity change, negative = cytotoxicity, most hits filed as cytotoxic; note: potency is the fitted concentration of half-maximal effect; some results filed as inactive show a strong effect at the top dose
#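 CellTiter-Glo luminescence gave cytotoxicity after 18 hours at 37 degrees C. The cells were HepG2 CAGA-GFP in 1% FBS DMEM, stimulated with 500 pg/mL TGF-beta after compound addition. %Activity was normalised to no-cell wells (complete cell-killing) and DMSO (no toxicity), and curves were fitted and classified.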
# Nrf2 ARE act: qHTS of Nrf2 Activators. AREc32 ARE-luciferase reporter (MCF7-derived line), luminescence, 24 h. Potency, µM (titrated, usually from 46.1 µM), for the others: at the highest dose activation, usual class: activators. 0.31% of 410,000 active. AID 624171, 2012; note: potency is the fitted concentration of half-maximal effect; % of control where 0% means no effect; nearly all actives have a fitted effect of over 65% in size
#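 ARE activation measured as luciferase luminescence (Steady-Glo, 30 min RT) in AREc32_Fluc cells after 24 hr compound exposure at 37 deg C, 5% CO2; cells seeded overnight at 1000/well in OPTI-MEM, 5% FBS.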
# A549 tox: Nrf2 qHTS screen for inhibitors: counterscreen for cytotoxicity | A549 ARE-Fluc cells, CellTiter-Fluor viability, 18-24 h | Potency, µM (highest dose often 46 µM), for inactives: at the highest dose activity change, negative = cytotoxicity, hits mostly inhibitors | 0.16% of 390,000 active; note: potency is the fitted concentration of half-maximal effect; % is set by controls: 0 for no effect and ±100 for the full control effect
#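 A549 ARE_Fluc cells in 5% FBS OPTI-MEM were exposed to compounds in concentration-response for 18-24 h at 37 deg C. Viability was read by CellTiter-Fluor fluorescence (Ex 405/Em 525) after 30 min, before the luciferase read.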
# Nrf2 block: Nrf2 qHTS screen for inhibitors. Potency, µM (doses to about 46 µM), inactives show at the top dose activity change, negative = inhibition, usual class: inhibitors. AID 504444, 2011. 2.1% of 360,000 active. A549 ARE-Fluc reporter, luciferase luminescence, 18-24 h; note: potency is the fitted concentration of half-maximal effect; % is set by controls: 0 for no effect and ±100 for the full control effect; nearly all actives have a fitted effect of over 60% in size
#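 Quantitative HTS in A549 cells stably bearing an antioxidant response element-firefly luciferase construct. Inhibition of Nrf2-driven transcription was scored by luminescence after 18-24 h of compound exposure at 37 °C.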
# ATXN2 expr inh: Primary qHTS for Inhibitors of ATXN expression | HEK-293 ATXN2-luciferase reporter, luminescence, 24 h | Potency, µM (titrated, usually from 57 µM), for the others: at the top dose activity change, negative = inhibition, actives largely listed as inhibitors | AID 1745845, 2022 | 0.72% of 360,000 active; note: potency is the fitted concentration of half-maximal effect; % is set by controls: 0 for no effect and ±100 for the full control effect; nearly all actives have a fitted effect of over 55% in size
#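 qHTS (up to 57 uM final) was run with 24 h compound exposure of reporter cells at 37 °C. Each well was multiplexed: SteadyGlo luminescence measured ATXN2-luciferase expression after a fluorogenic Gly-Phe-AFC viability readout (25 uM final).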
# MCF10A rereplic: A quantitative high throughput screen for small molecules that induce DNA re-replication in MCF 10a normal breast cells; AID 624296, 2012; 2.9% of 350,000 active; Potency, µM (highest dose often 46.1 µM), without a hit: at the top dose activity, positive = re-replication, most hits filed as activators; MCF 10A DNA re-replication, Hoechst nuclear intensity, 48 h; note: potency is the fitted concentration of half-maximal effect; % of control where 0% means no effect; nearly all actives have a fitted effect of over 50% in size
# TGFb SMAD3 inh: qHTS for Inhibitors of TGF-b; Potency, µM (doses to about 46.1 µM), inactives show at the top dose activity, negative = inhibition, hits mostly inhibitors; HepG2 CAGA-GFP TGF-b/SMAD3 reporter, GFP fluorescence, 18 h; TGF-beta stimulated, 500 pg/mL final; 1.2% of 410,000 active; note: potency is the fitted concentration of half-maximal effect; % is set by controls: 0 for no effect and ±100 for the full control effect; nearly all actives have a fitted effect of over 65% in size
#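 Inhibition was scored as loss of TGF-beta-induced (500 pg/mL final, 18 hours, 37 degrees C) GFP in HEPG2 cells carrying a CAGA-GFP reporter, in DMEM with 1% FBS. Well GFP was summed per cell; Activity was normalised to unstimulated and stimulated DMSO wells, then concentration-response fitting.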
# S2 tox: Viability Counterscreen for Primary qHTS for Inhibitors of ATXN expression; S2 cells (HEK-293 line with an ATXN2-luciferase reporter) viability, CellTiter-Fluor protease fluorescence, 24 h; 0.49% of 400,000 active; AID 651635, 2014; Potency, µM (highest dose often 56.7 µM), most hits filed as cytotoxic; note: potency is the fitted concentration of half-maximal effect; nearly all actives have a fitted effect of over 40% in size
# IL1B secr inh: qHTS for Inhibitors of Inflammasome Signaling: IL-1-beta AlphaLISA Primary Screen; activity change, % at 57.5 µM; THP-1 LPS/ATP IL-1B secretion, AlphaLISA, 16 h; active compounds read low; 4.7% of 360,000 active; in the data active = activity change below about -50%; inconclusive = mostly about -30% to -49%; note: % is set by controls: 0 for no effect and ±100 for the full control effect
#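 THP-1 cells pretreated 1 hr with compounds (up to 57.5 uM final), then stimulated with LPS (250 ng/mL final) plus ATP (1.25 mM final); secreted IL-1B measured by AlphaLISA after 16 hr, decreased signal indicating inhibition.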
# Starred values were filed as active, the others as inactive; i = inactive; ? = inconclusive; nt = not tested or not shown; [ ] = another dose, or the depositor's remark. Unless noted, calls come from the whole dose curve; as a rule, active = well fitted curve in the direction sought with a large enough effect; inconclusive = small, poorly fitted or top-dose-only effect, or another doubt; inactive = no such curve, though single readings can be large; an effect the other way counts as inactive or inconclusive.
Structure	IL1B secr inh	Nrf2 block	Nrf2 ARE act	A549 tox	TGFb SMAD3 inh	ATXN2 expr inh	HepG2 viability	MCF10A rereplic	S2 tox
CN(C)c1ccc(CNc2nc(-c3ccccc3)nn2S(C)(=O)=O)cc1	-2	?	0.3%	-5%	17%	41%[activator]	7%	21%	i
Cc1ccc2nc(SCC(=O)NC3CC3)[nH]c2c1	-23	9%	0.0%	4%	-10%	7%	-15%	?	i
COCCC(=O)N1CCC(Oc2ccc(C(=O)N3CCCCCC3)cc2)CC1	14	12%	-0.5%	0%	-2%	1%	4%	2%	i
CC(=O)CSc1nc(CCc2ccccc2)c(C#N)c(=O)[nH]1	3	-3%	2.4%	-5%	13%	0%[2.22 µM]	0%	4%	i
Cc1ccsc1/C=N/NC(=O)c1ccc2ccccc2c1	-9	6%	-0.8%	0%	-5%	28%	-1%	?	i
CCOc1ccc(C2CC=C(C(C)=O)CN2S(=O)(=O)c2ccc(C)cc2)cc1 (stereo unspecified)	-3	nt	14%	nt	?	-30%	-10%	nt	i
CCOC(=O)N1CCN(C2=CC(=O)OC23CCCCC3)CC1	-3	-3%	-0.4%	3%	33%	-4%	-22%	-3%	i
CC(=O)Nc1ccc(S(=O)(=O)NCCc2cc3c(C)ccc(C)c3[nH]c2=O)cc1	-12	4%	0.2%	1%	14%	-1%	9%	10%	i
COc1ccc(CCN2C(=O)c3[nH]nc(-c4ccccc4O)c3C2c2ccc(OC)cc2)cc1 (stereo unspecified)	nt	-23%	-0.5%	-2%	?	nt	-53%	nt	nt
CCCCn1c(=O)n(CC(=O)Nc2ccc(OC)c(Cl)c2)c(=O)c2c1nc(CO)n2CCC	-6	-23%	2.9%	-14%	-14%	2%	3%	-2%	?
Cc1ccc(NC(=O)/C=C2\NC(=O)CS2)cc1	-26	?	2.7%	9%	-12%	-5%	-13%	1%	i
COc1ccccc1N1CCN(S(=O)(=O)CCNC(=O)COc2ccccc2)CC1	-18	nt	-0.4%	nt	-17%	nt	-9%	nt	i

# Single entries from the entries so far.
# For MCF10A rereplic, `COCCC(=O)N1CCC(Oc2ccc(C(=O)N3CCCCCC3)cc2)CC1` shows 2%
# For TGFb SMAD3 inh, `CC(=O)Nc1ccc(S(=O)(=O)NCCc2cc3c(C)ccc(C)c3[nH]c2=O)cc1` shows 14%
# For HepG2 viability, `COc1ccccc1N1CCN(S(=O)(=O)CCNC(=O)COc2ccccc2)CC1` shows -9%
# For A549 tox, `CCCCn1c(=O)n(CC(=O)Nc2ccc(OC)c(Cl)c2)c(=O)c2c1nc(CO)n2CCC` shows -14%
# For TGFb SMAD3 inh, `CN(C)c1ccc(CNc2nc(-c3ccccc3)nn2S(C)(=O)=O)cc1` shows 17%

# Next section.
Structure	IL1B secr inh	Nrf2 block	Nrf2 ARE act	A549 tox	TGFb SMAD3 inh	ATXN2 expr inh	HepG2 viability	MCF10A rereplic	S2 tox
O=C(Cc1noc2ccccc12)NNC(=S)Nc1ccccc1	9	-17%	0.0%	-1%	-18%	-14%	-13%	-3%	i
O=C(NCC1CCCO1)c1ccccc1-c1nc(-c2ccccc2F)no1 (stereo unspecified)	-8	21%	3.4%	3%	4%	4%	-3%	0%	?
COc1ccc(C2NC(=O)NC3=C2CCc2ccccc23)cc1 (stereo unspecified)	9	nt	16%	0%	?	-4%	-22%	?	i
COc1ccc(N(C(=O)Cc2cccs2)C(C(=O)NC2CCCC2)c2ccncc2)cc1 (stereo unspecified)	-4	?	0.4%	-13%	2%	21%	6%	-1%	i
COc1cc(/C=C2\SC(=O)N(CCNC(=O)c3cnc(C)cn3)C2=O)cc(OC)c1OC	-6	17%	-1.2%	6%	-34%	13%	-13%	-5%	i
N#CCSc1nnc(CNc2ccc(F)cc2)o1	-3	-2%	3.2%	2%	-1%	1%	-14%	-1%	i
O=C1COc2ccc(C(=O)COC(=O)Cn3cnc4ccccc43)cc2N1	0	9%	0.3%	2%	0%	2%	-22%	-8%	i
CCN=C(Nc1ccc(Cl)cc1)c1cccnc1	-18	-12%	0.4%	12%	-5%	3%	-11%	3%	i
CC(C)(C)OC(=O)N1CCC(c2c(C(=O)Nc3ccc4c(c3)OCCO4)cnn2-c2ccc(Cl)cc2)CC1	nt	?	0.1%	-14%	?	nt	-20%	nt	nt
Cn1c(CSCc2ccccc2)nnc1SCC(=O)Nc1ccc(C(=O)O)cc1	8	9%	0.1%	-1%	-9%	8%[11.3 µM]	0%	-6%	i
Cc1coc(NC(=O)CSc2nc(-c3ccc(Cl)cc3)cc(C(F)(F)F)c2C#N)n1	43	18%	3.1%	-3%	14%	-2%	-8%	16%	i
COC(=O)c1cc(OC)c(OC)cc1NC(=O)c1cc(OC)cc(OC)c1	34	-1%	0.3%	0%	6%	-19%[11.3 µM]	8%	3%	i
COc1ccc2nc(N3C(=O)C(O)=C(C(=O)c4ccco4)C3c3ccc(OC)c(OC)c3)sc2c1 (stereo unspecified)	-21	nt	3.2%	nt	-4%	nt	0%	nt	i
O=C(NCc1ccccc1)Oc1cccc(Cl)c1	0	6%	2.1%	0%	-4%	14%	-17%	1%	i
CCOc1ccc(C(=O)/C=C/Nc2ccc(S(=O)(=O)Nc3onc(C)c3C)cc2)cc1	0	-9%	0.2%	-24%	-11%	10%	-20%	?	i
O=C(NC1CCCC1)c1cc(-c2ccc(Cl)c(Cl)c2)on1	-7	?	5.2%	10%	0%	29%	3%	2%	i
COCCn1c(=NC(=O)c2ccc3c(c2)OCCO3)sc2cc(NC(C)=O)ccc21	nt	nt	6.3%	5%	5%	nt	4%	nt	nt
O=C1[C@H]2[C@@H](c3ccccc3)N[C@]3(CCCN(Cc4ccc(C(F)(F)F)cc4)C3=O)[C@H]2C(=O)N1Cc1ccccc1	-28	nt	-1.6%	nt	?	0%	-32%	nt	?
CC(N=C1NS(=O)(=O)c2ccccc21)C(=O)Nc1ccc(F)cc1Cl (stereo unspecified)	-8	-5%	0.0%	-5%	-20%	nt	-12%	3%	nt
CC(=O)NC(=S)Nc1ccc(NC(=S)NC(=O)c2ccc([N+](=O)[O-])cc2)cc1	1	-21%	-0.5%	-7%	1%	-24%	-13%	1%	i
NC(=O)CC[C@H](NC(=O)c1ccc(F)cc1)C(=O)OCC(=O)NCc1ccc(F)cc1	11	10%	0.9%	-4%	6%	0%	3%	15%	i
CCOC(=O)[C@]12CCC=C1N(Cc1ccccc1)C(=O)[C@H](CC(=O)N1CCSCC1)C2	13	nt	-0.3%	nt	nt	10%	nt	nt	i
COc1cc(C2c3cc4c(cc3C3OC(=O)C2C3CO)OCO4)cc(OC)c1OC (stereo unspecified)	50	nt	-1.6%	nt	-35%	nt	-1%	nt	i
Cc1cccn2c(=O)c(C=O)c(N3CC(C)OC(C)C3)nc12 (stereo unspecified)	27	-25%	11%	-4%	3%	1%	-12%	-1%	i

# Whole records, quoted from the list. Order of values: IL1B secr inh | Nrf2 block | Nrf2 ARE act | A549 tox | TGFb SMAD3 inh | ATXN2 expr inh | HepG2 viability | MCF10A rereplic | S2 tox
# `COCCn1c(=NC(=O)c2ccc3c(c2)OCCO3)sc2cc(NC(C)=O)ccc21` is listed with nt | nt | 6.3% | 5% | 5% | nt | 4% | nt | nt
# `CCOC(=O)[C@]12CCC=C1N(Cc1ccccc1)C(=O)[C@H](CC(=O)N1CCSCC1)C2` is listed with 13 | nt | -0.3% | nt | nt | 10% | nt | nt | i

# Following part:
Structure	IL1B secr inh	Nrf2 block	Nrf2 ARE act	A549 tox	TGFb SMAD3 inh	ATXN2 expr inh	HepG2 viability	MCF10A rereplic	S2 tox
Cc1ccccc1OCC(=O)Nc1ccccc1N1CCCCC1	14	-17%	-0.7%	?	-10%	1%	-16%	?	i
CCOC(=O)N1CCN(Cc2nc3cc([N+](=O)[O-])ccc3n2CC)CC1	0	-6%	-0.9%	0%	-6%	-3%	0%	-9%	i
C[C@H](NC(=O)[C@@H]1Cc2ccccc2CN1)C(=O)NC[C@H]1CC[C@H](C(=O)O)CC1	-3	0%	-0.2%	12%	16%	nt	-3%	-5%	i
O=C(NCCCN1CCOCC1)c1ccccc1	19	23%	-0.5%	-3%	-4%	7%	2%	-2%	i
COc1cccc(C(=O)Nc2ccccc2-c2nnc(-c3ccc(C(C)(C)C)cc3)o2)c1	nt	4%	0.5%	-4%	14%	10%	6%	nt	i
COc1ccc(-n2c(=S)[nH]c3cc(C(=O)NCc4cccnc4)ccc3c2=O)cc1	26	?	-0.3%	-3%	-9%	-6%	-23%	2%	i
CCC(=O)NC(=S)Nc1cccc(Cl)c1N1CCCC1	93	-10%	0.1%	14%	?	-27%	-12%	18%	?
Oc1c(CN2CCCCC2)cc(COCc2ccccc2)c2cccnc12	-105*	?	7.6%	?	?	3.2µM*	-93%	16µM*	?
O=C(COc1ccc(/C=N/NC(=O)c2ccc(O)cc2)cc1)Nc1ccc([N+](=O)[O-])cc1	16	-9%	0.0%	-5%	-20%	4%	-21%	9%	i
Oc1ccccc1Nc1ccccn1	-6	-1%	23%	2%	5%	1%	8%	?	i
NS(=O)(=O)c1cccc(NC(=O)COC(=O)c2cc(-c3ccc(Cl)cc3)nc3ccccc23)c1	?	-6%	-1.6%	-8%	?	nt	-111%	?	?
COc1cc(N)c(Cc2nccc3cc(OC)c(OC)cc23)cc1OC	18	-2%	-0.5%[9.22 µM]	-18%	6%	7%	-2%	-9%	i
COc1ccc(COC(=O)CNC(=O)C2CCCCC2)cc1F	3	-4%	-0.6%	2%	-5%	6%	0%	-3%	i

# High-throughput results (PubChem BioAssay)
